NOD1 inhibition – inhibition of NOD1-driven NF-kB reporter – cell-based, luminescence, uHTS, primary screen (AID 1578). NOD1-driven NF-kB luciferase reporter cells, luminescence; higher % means a stronger effect. one-dose inhibition, % at 4 µM; EC50 in µM for titrated hits. actives 1% (n = 290,000); in the data active means inhibition mostly above about 36%, no sharp cut-off; inactive means mostly below about 34%;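 further: HEK-293T reporter cells stimulated with the NOD1 agonist gamma-tri-DAP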
KOR beta-arrestin-1 – KOR antagonists, beta-arrestin recruitment, cell-based, luminescence, uHTS (AID 1778). inhibition, % at 10 µM; hits with a dose series show IC50 in µM. KOR beta-arrestin recruitment, luminescence, antagonist mode; higher % means a stronger effect. actives 0.091% (n = 290,000); further: strong numbers were not always called active
NS5 inhibitors – Dengue-2 NS5 methyltransferase inhibitors, primary screen, biochemical, confirmation dose response (AID 588689); Dengue-2 NS5 methyltransferase capping enzyme assay, biochemical; higher % means a stronger effect; inhibition, % at 25 µM; hits with a dose series show IC50 in µM; actives 0.3% (n = 340,000); in the data active means a potency from the dose series; inconclusive means inhibition above about 29% without an active follow-up result
HEK293 NOD2/NF-kB – NOD2 signaling inhibitors, cell-based, luminescence, uHTS, HEK293 (AID 1566). HEK293 NOD2/NF-kB luciferase reporter, luminescence; higher % means a stronger effect. one-dose inhibition, % at 4 µM; EC50 in µM for titrated hits. actives 0.63% (n = 290,000); further: many of its hits are not listed in these tables
Yfh1-off respiration – mitochondrial function rescue without frataxin homolog – Friedreich's ataxia, plus single-dose screen, dose response (AID 1465); fold induction at 50 µM, or EC50 in µM where a hit was titrated; S. cerevisiae Yfh1-off respiration, WST-1 reduction, 72 h; higher fold induction means a stronger effect; actives 0.074% (n = 220,000);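 active means fold induction of absorbance versus untreated yeast above a set limit, then at least 30% activation at any dose in follow-up; inconclusive means repeats straddling the limit, or above it without dose testing; inactive means fold induction below the set limit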;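 further: activators that raise dye reduction in frataxin-depleted yeast; strong numbers were not always called active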
HIV peptide binding – cell-free HIV fusion peptide-binding blockers – biochemical, uHTS, fluorescence dequenching, primary screen (AID 1986); actives 0.3% (n = 290,000); cell-free peptide binding, fluorescence dequenching, 30 min; higher % means a stronger effect; one-dose inhibition, % at 20 µM; IC50 in µM for titrated hits; in the data active means inhibition mostly above about 52%, no sharp cut-off; inactive means mostly below about 76%; further: some results filed as inactive read as strong as hits
KOR beta-arrestin-2 – kappa opioid receptor activators – cell-based, luminescence, uHTS, primary screen (AID 1777) | KOR beta-arrestin recruitment, luminescence; higher % means a stronger effect | activation, % at 10 µM; hits with a dose series show EC50 in µM | actives 0.02% (n = 280,000); in the data active means activation above about 50%, passing the limit was not always enough; further: a part of the inactive calls stands beside numbers as strong as those of hits
West Nile virus CPE – West Nile virus antiviral activity, cell-based, CPE readout (AID 1621) | West Nile virus-infected cells, CPE inhibition; higher % means a stronger effect | one-dose CPE inhibition, % at 10 µM; IC50 in µM for titrated hits | actives 0.02% (n = 290,000); in the data active means a potency from the dose series; inconclusive means CPE inhibition mostly from about 3.7% at the one dose, without a potency; inactive means the rest, 99 in 100 with CPE inhibition below about 2.2%; further: strong numbers were not always called active
AID2073 – disruptors of CaV2.2 binding to Mint1 – biochemical, HTRF (AID 2073); HTRF protein-protein interaction, Mint1-CaV2.2; higher % means a stronger effect; inhibition, % at 20 µM, or IC50 in µM where a hit was titrated; actives 0.19% (n = 290,000); in the data active means inhibition mostly above about 51%, no sharp cut-off; inconclusive means no clear call, values can overlap the other calls; inactive means mostly below about 53%; further: some results filed as inactive read as strong as hits
Numbers without * were called inactive; i = inactive; ? = inconclusive; . = no result given. Unless noted, no stated cut-off is given here; in the data, active means inhibition above about 50%; inactive means the rest. The list is partial; rates above refer to the full screens.

SMILES | NOD1 inhibition | KOR beta-arrestin-1 | NS5 inhibitors | HEK293 NOD2/NF-kB | Yfh1-off respiration | HIV peptide binding | KOR beta-arrestin-2 | West Nile virus CPE | AID2073
CC(NC(=O)C(=O)N1CCCCC1)C(c1cccs1)N1CCN(Cc2ccccc2)CC1 (configuration not stated) | -39% | 9% | -2% | -2% | . | 0.0% | -4.0% | -0.2% | 9%
Cc1cc(NS(=O)(=O)c2ccc(NC(=O)Cc3ccccc3)cc2)nc(C)n1 | -27% | 1% | 4% | -5% | . | -0.7% | -4.4% | -0.2% | 2%
CC(=O)N1CCC(=NNc2nc3ccccc3s2)CC1 | -37% | -1% | -12% | -27% | i | -4.1% | 0.1% | 0.0% | 10%
CCc1ccc(CNC(=O)CCc2nc(-c3cccs3)no2)cc1 | -2% | -29% | -6% | -4% | i | 0.0% | 7.6% | -0.1% | -2%
O=C(CN1C(=O)/C(=C/c2cccc(Br)c2)SC1=S)N1CCCC1 | 43% | 18% | -5% | 4% | i | 0.8% | -4.3% | ? | 6%

Taken from above.
Under KOR beta-arrestin-2, `O=C(CN1C(=O)/C(=C/c2cccc(Br)c2)SC1=S)N1CCCC1` reads -4.3%
Under AID2073, `CC(=O)N1CCC(=NNc2nc3ccccc3s2)CC1` reads 10%

Compound profiles (already shown). Screens in order: NOD1 inhibition, KOR beta-arrestin-1, NS5 inhibitors, HEK293 NOD2/NF-kB, Yfh1-off respiration, HIV peptide binding, KOR beta-arrestin-2, West Nile virus CPE, AID2073
Record of Cc1cc(NS(=O)(=O)c2ccc(NC(=O)Cc3ccccc3)cc2)nc(C)n1 = -27%, 1%, 4%, -5%, ., -0.7%, -4.4%, -0.2%, 2%
Record of CCc1ccc(CNC(=O)CCc2nc(-c3cccs3)no2)cc1 = -2%, -29%, -6%, -4%, i, 0.0%, 7.6%, -0.1%, -2%

Grouped by structure, the compounds so far containing four or more nitrogen atoms.
SMILES | NOD1 inhibition | KOR beta-arrestin-1 | NS5 inhibitors | HEK293 NOD2/NF-kB | Yfh1-off respiration | HIV peptide binding | KOR beta-arrestin-2 | West Nile virus CPE | AID2073
CC(NC(=O)C(=O)N1CCCCC1)C(c1cccs1)N1CCN(Cc2ccccc2)CC1 (configuration not stated) | -39% | 9% | -2% | -2% | . | 0.0% | -4.0% | -0.2% | 9%
Cc1cc(NS(=O)(=O)c2ccc(NC(=O)Cc3ccccc3)cc2)nc(C)n1 | -27% | 1% | 4% | -5% | . | -0.7% | -4.4% | -0.2% | 2%
CC(=O)N1CCC(=NNc2nc3ccccc3s2)CC1 | -37% | -1% | -12% | -27% | i | -4.1% | 0.1% | 0.0% | 10%
